M5 PAM: CHRM5 positive allosteric modulation; CHO-K1 hM5, Fluo-8 calcium, ACh EC20 PAM; 0% = ACh EC20, 100% = ACh EC100; activation, % at 3 µM; 360,000 tested, 0.3% active;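 active means activation above the run cutoff, the mean activation of all test compounds plus 3 SD, cut at about 18% in these data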
Target sequence (P08912 whole entry, looked up): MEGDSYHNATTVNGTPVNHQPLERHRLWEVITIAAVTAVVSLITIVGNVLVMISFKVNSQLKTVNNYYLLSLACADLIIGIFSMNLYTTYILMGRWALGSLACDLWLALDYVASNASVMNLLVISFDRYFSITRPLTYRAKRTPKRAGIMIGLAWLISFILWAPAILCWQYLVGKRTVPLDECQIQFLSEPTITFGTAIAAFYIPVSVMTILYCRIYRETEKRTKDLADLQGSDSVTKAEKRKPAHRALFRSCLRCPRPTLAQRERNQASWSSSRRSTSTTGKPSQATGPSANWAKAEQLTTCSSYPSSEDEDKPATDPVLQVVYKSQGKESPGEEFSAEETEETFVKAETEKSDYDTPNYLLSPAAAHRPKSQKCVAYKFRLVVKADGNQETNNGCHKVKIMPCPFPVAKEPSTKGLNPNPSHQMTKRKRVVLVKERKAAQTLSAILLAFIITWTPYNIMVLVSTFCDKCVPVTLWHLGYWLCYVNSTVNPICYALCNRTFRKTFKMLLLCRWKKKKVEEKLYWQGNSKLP
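system = human M5 receptor in CHO-K1 cells | compound = one concentration, 3 µM final (nominal) | schedule = Post-acetylcholine fluorescence recording 140 s | signal = Fluo-8 calcium dye fluorescence, kinetic read | benchmarks = low control EC20 acetylcholine (0%), high control EC100 acetylcholine (100%) | repeats = singlicate, one well per test compound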
CHRM5 agonist: CHRM5 agonism in calcium assay; P08912; CHO-K1 hM5 cells, Fluo-8 calcium fluorescence; 0% DMSO wells, 100% maximal acetylcholine response; activation, % at 3 µM; 360,000 tested, 0.19% active; AID 624037;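 active means activation above the run's mean over test compounds plus 3 SD, cut at about 23% in these data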;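 further: signal is peak over basal fluorescence ratio across the kinetic read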
CHRM4 agonist: CHRM4 agonism in calcium assay; P08173; CHO-K1 hM4/Gqi5, Fluo-8 calcium fluorescence; vehicle 0%, full acetylcholine response 100%; activation, % at 3 µM; 360,000 tested, 0.14% active;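 active means activation above the run mean over all test wells plus 3 SD, cut at about 32% in these data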;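 further: peak over basal fluorescence ratio per well then scaled between controls; 0% = DMSO wells and 100% = acetylcholine at EC100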
Target sequence (P08173 whole entry, looked up): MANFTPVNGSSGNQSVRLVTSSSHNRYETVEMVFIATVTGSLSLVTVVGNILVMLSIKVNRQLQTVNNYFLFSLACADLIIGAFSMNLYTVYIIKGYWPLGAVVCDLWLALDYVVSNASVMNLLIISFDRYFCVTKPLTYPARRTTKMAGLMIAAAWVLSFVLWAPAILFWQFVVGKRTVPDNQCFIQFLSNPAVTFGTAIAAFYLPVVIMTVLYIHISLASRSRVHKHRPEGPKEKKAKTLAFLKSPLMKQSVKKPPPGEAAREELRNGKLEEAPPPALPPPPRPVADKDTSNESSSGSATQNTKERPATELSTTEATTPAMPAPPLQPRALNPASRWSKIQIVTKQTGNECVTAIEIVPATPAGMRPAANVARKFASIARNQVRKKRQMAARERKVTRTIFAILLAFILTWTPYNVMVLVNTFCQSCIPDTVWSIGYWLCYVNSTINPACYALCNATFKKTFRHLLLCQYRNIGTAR
CRFBP-R2 agonist: CRF-BP/CRF-R2 complex agonism; HEK293 CRF-R2/CRF-BP, calcium dye fluorescence (FLIPR); percent of saturating CRF peptide response; activation, % at 13.2 µM; 350,000 tested, 0.46% active; AID 588473;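 active means activation of at least 50%, plus an integration ratio under a set limit after plate pattern correction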;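 further: plate controls were neutral control wells without compound for no effect and CRF at EC100 for full effect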
IDE inh: inhibitors of human insulin-degrading enzyme in cells; P14735; HEK cells, FAbetaB cleavage, fluorescence polarization; inhibition, % at 5.59 µM; 320,000 tested, 0.41% active;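 active means percent inhibition above the average of all tested compounds plus 3 SD, set per screening campaign, cut at about 16% in these data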;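 further: IDE supplied by intact live HEK cells; FP after avidin binding of uncleaved biotin substrate so inhibition keeps polarization high; 0% = DMSO wells and 100% = 60 µM reference IDE inhibitor Ii1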
M4 antag: CHRM4 antagonism in calcium assay | inhibition, % at 3 µM | 360,000 tested, 0.73% active | CHO-hM4 cells, ACh EC80, Fluo-8 calcium fluorescence;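 active means inhibition above its plate's cutoff, the mean inhibition of sample wells plus 3 SD, cut at about 27% in these data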;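 further: 0% = acetylcholine EC80 with DMSO and 100% = DMSO without agonist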
M4 PAM: potentiates acetylcholine response at human M4 receptor. P08173. CHO-K1 hM4/Gqi5, Fluo-8 calcium fluorescence, ACh EC20; 0% = ACh EC20, 100% = maximal ACh. activation, % at 3 µM. 360,000 tested, 0.4% active. AID 624126;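 active means activation above its plate's cutoff, the mean activation of sample wells plus 3 SD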; further: some results filed as inactive read as strong as hits
M5 antag: CHRM5 antagonism in calcium assay | inhibition, % at 3 µM | AID 624040 | CHO-hM5 cells, Fluo-8 calcium fluorescence, ACh EC80 | 360,000 tested, 0.59% active | P08912;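 active means inhibition above a per-plate cutoff, the mean of that plate's test compounds plus 3 SD, cut at about 27% in these data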;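 further: 0% = acetylcholine EC80 with DMSO and 100% = DMSO without agonist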
CRFBP-R2 block: blocks CRF-induced signaling of the CRF-BP/CRF-R2 complex. inhibition, % at 11.8 µM. 350,000 tested, 0.59% active. AID 588475. HEK293 CRF-R2/CRF-BP, CRF-induced calcium fluorescence;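 active means inhibition of the ligand-induced calcium signal above about 50% at the single tested concentration, limit read from the data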
* hit, by the source's call; x = no result given.

SMILES	M5 PAM	CHRM5 agonist	CHRM4 agonist	CRFBP-R2 agonist	IDE inh	M4 antag	M4 PAM	M5 antag	CRFBP-R2 block
N#CC(=C1CCCC1)c1nc(-c2cc3ccccc3oc2=O)cs1	2	2	5	0.3	4	3	1	-1	-22
COc1ccc(/C=C/C(=O)OCC(=O)NCCNC(=O)COC(=O)/C=C/c2ccc(OC)cc2)cc1	-9	0	12	4.6	1	-3	8	8	4
Cc1ccc2nc(N(CCN(C)C)C(=O)C3CCN(S(=O)(=O)c4cccs4)CC3)sc2c1	-2	-1	1	4.3	x	-26	8	-14	-12
Oc1ccc2ccccc2c1-c1sc(Nc2ccccc2)n[n+]1-c1ccc(F)cc1	2	1	8	4.7	-2	-1	10	16	-12
Cc1cc(-c2onc(C)c2C(=O)Oc2ccc(Cl)cc2)no1	4	-2	-2	-4.2	1	1	-11	-3	23
O=C(COc1ccc(Cl)cc1Cl)Nc1ccc2nc3n(c(=O)c2c1)CCCC3	-2	0	4	0.6	7	6	-8	-1	1
COc1cccc(C(O)c2ncc(-c3cccc(C(F)(F)F)c3)[nH]2)c1 (stereo unspecified)	-4	1	4	x	x	-18	2	-6	x
COc1cc(NC(=O)c2cc3c(Cl)nc4ccccc4c3s2)cc(OC)c1OC	-5	-2	3	1.9	5	14	-5	-2	-26
O=[N+]([O-])c1cccc(P(=O)(O)c2cccc([N+](=O)[O-])c2)c1	4	2	0	-1.4	-5	-7	0	6	2
CCCC1=NN(C(=O)Cc2ccc(OC)c(OC)c2)C(O)(C(F)(F)F)C1 (stereo unspecified)	3	4	3	-0.8	5	-11	-6	8	-3
COc1ccc(C)cc1NC(=O)CNC(C)C(=O)Nc1cc(Cl)ccc1Cl (stereo unspecified)	-5	-3	5	0.4	3	-16	1	-1	5
COc1ccc(CCN(C(=O)c2ccco2)C(C(=O)NC2CCCC2)c2ccncc2)cc1OC (stereo unspecified)	0	-2	0	1.1	6	3	4	6	-13
Cc1ccc(/C=C/C(=O)Nc2ccc(S(=O)(=O)Nc3ncccn3)cc2)cc1	26*	6	2	0.9	4	-6	6	-14	-11
COc1ccc(C2/C=C\CN(C(=O)Oc3ccccc3)CC(=O)N2Cc2ccc(F)cc2)cc1 (stereo unspecified)	0	1	2	1.9	x	3	15	11	27
CCC1(C(=O)c2ccc(Cl)cc2)C2c3ccccc3OC(=O)C21C(=O)Nc1ccccc1 (stereo unspecified)	7	-1	-1	0.6	-2	5	4	-7	33
CC(=O)Cn1ncc(N2CCOCC2)c(Cl)c1=O	-6	-2	-1	-2.0	2	10	-9	13	8
COC(=O)c1c(NC(=O)c2nc3ccccc3s2)sc2c1CCN(C(C)=O)C2	2	1	4	-4.1	2	-3	-5	-1	17
COCCNC(=O)C1(C)CCN(C(=O)/C=C/c2ccccc2)C1 (stereo unspecified)	-2	1	0	x	x	5	-4	2	x
C[C@]12C(=O)N(c3ccc(C(F)(F)F)cc3)C(=O)N1[C@H]1c3ccccc3OC[C@@H]1[C@H]2c1ccccc1	8	9	1	3.8	3	-12	-1	-8	-15
S=c1[nH]nc(COc2ccccc2)n1/N=C/c1ccc(Cl)cc1	-5	-2	3	-8.8	x	-7	3	6	18
O=C(c1ccc(F)c(S(=O)(=O)N2CCOCC2)c1)N1CCc2ccccc21	-7	1	7	-1.2	5	-2	-4	6	11
Cc1cccc(CCNS(=O)(=O)c2cc3c(cc2C)NC(=O)CO3)c1	-2	4	5	-6.4	4	-17	5	0	34
COc1ccc(/C=N/NC(=O)c2ccoc2C)cc1COc1ccc(Cl)cc1	-11	-4	1	0.2	4	2	-8	4	12
O=C(CN1C(=O)NC2(CCCC2)C1=O)Nc1ccccc1	1	-2	0	0.1	-5	-9	3	0	-3
CCC1CCCCN1CCCNC(=O)CC1Oc2ccccc2NC1=O (stereo unspecified)	-2	-3	1	1.9	4	3	-9	0	-4
C=CCn1c(O)c(C(CC)=NCc2cccnc2)c(=O)[nH]c1=O	-1	0	-1	0.9	-2	10	-2	-1	2
CCC1CCc2c(sc(NC(=O)c3cccnc3)c2C(N)=O)C1 (stereo unspecified)	5	0	1	0.8	-2	-4	5	-13	-8
O=C(Cn1cnc2c(OCc3ccccc3)ncnc21)N1CCN(c2ccccn2)CC1	2	-1	2	-0.6	1	-2	7	-10	6
COC(=O)Cc1cc(=O)n2[nH]c(C)cc2n1	7	0	0	1.3	1	-10	14	-10	0
Cc1cc(C)cc(-n2c(=O)c3sccc3n(CC(=O)NCc3ccco3)c2=O)c1	22*	-1	0	-1.6	0	23	28	6	8
CCOc1c(C(N)=O)c(-c2ccccc2)c2c(=O)[nH]c3ccccc3n12	-8	-1	1	-1.4	-4	7	1	8	10
COc1ccc(-c2nc(-c3cccc(C)c3)[nH]c(=O)c2C#N)cc1	0	-8	0	3.1	0	4	1	0	31
O=C(COC(=O)c1ccc[nH]c1=O)c1ccc(Cl)s1	2	-1	0	7.7	4	3	5	-6	-9
COCCOC(=O)C1=C(C)NC(=O)NC1c1cccc2ccccc12 (stereo unspecified)	1	4	1	-1.3	2	-6	3	-13	10
O=C(NCc1ccncc1)c1cc(C(=O)C2CCCCC2)c[nH]1	6	-1	1	1.3	-7	3	-3	2	-1
O=C(C[C@H]1C/C=C\CCC(=O)OC[C@H]2CCCN2C1=O)NCCO	2	2	1	0.4	2	-8	1	0	-9
O=C(OCc1ccc(O)cc1)c1c(-c2ccsc2)oc2ccc(N3CCOCC3)cc12	-1	0	0	-0.2	0	10	-2	14	-4
CC(C)Cn1c(SCC(=O)NC(=O)NC2CCCC2)nc2ccccc21	2	-1	-1	-1.1	1	-1	3	-2	-54
CC(C)NC(=O)c1cc(-n2cnnc2)ccc1Cl	5	0	0	-1.4	2	10	-1	-6	1
Cc1noc(C)c1S(=O)(=O)N(C)C[C@H]1Oc2c(NC(=O)Nc3ccccc3)cccc2C(=O)N([C@H](C)CO)C[C@@H]1C	0	-1	-1	-2.1	3	-3	10	14	2
COCCN(C(=O)CCC(=O)Nc1cc(C)on1)C(C(=O)NC(C)(C)C)c1ccccc1Cl (stereo unspecified)	-4	-3	0	-0.5	4	-1	-3	7	14
CN(c1ccccc1)S(=O)(=O)c1ccc(C(=O)NCc2ccco2)cc1	-1	0	3	-1.6	x	1	1	3	-17
O=C(NCCCNC(=O)c1cnccn1)c1ccc(Cl)c(Cl)c1	-9	-1	-3	1.0	3	60*	-14	27	6
O=C(Nc1ccc(O)c2c(=O)cc(-c3ccccc3Cl)oc12)c1ccccc1Cl	1	3	5	-1.1	1	-6	6	12	6
COc1ccc(OC)c(S(=O)(=O)NCc2nc3nc(C)cc(C)n3n2)c1	0	-4	1	-1.1	-1	-7	4	-1	-7
COc1ccc(-n2c(SCC(N)=O)nc3sc4c(c3c2=O)CCC4)cc1	8	3	1	-1.0	10	-23	4	-3	-17
CC(C)c1ccc(CN2CCC(C(=O)NCc3cccnc3)CC2)cc1	-3	-9	1	0.3	2	-2	-4	2	-3
COc1ccc2c(C)cc(Sc3nnnn3-c3ccccc3)nc2c1	1	-5	-2	-0.8	2	-4	1	0	29
O=C1CC(NS(=O)(=O)c2ccc(F)cc2)CN1c1ccc2c(c1)OCCO2 (stereo unspecified)	0	0	4	0.9	11	-4	4	-6	-16
COc1ccc(OCCCN2CCCC(C)C2)cc1 (stereo unspecified)	9	-4	0	3.4	1	1	-4	0	-10

Compound profiles, as listed above.
`O=C(NCCCNC(=O)c1cnccn1)c1ccc(Cl)c(Cl)c1` in the list: M5 PAM = -9; CHRM5 agonist = -1; CHRM4 agonist = -3; CRFBP-R2 agonist = 1.0; IDE inh = 3; M4 antag = 60*; M4 PAM = -14; M5 antag = 27; CRFBP-R2 block = 6
`COc1ccc2c(C)cc(Sc3nnnn3-c3ccccc3)nc2c1` in the list: M5 PAM = 1; CHRM5 agonist = -5; CHRM4 agonist = -2; CRFBP-R2 agonist = -0.8; IDE inh = 2; M4 antag = -4; M4 PAM = 1; M5 antag = 0; CRFBP-R2 block = 29
`O=C1CC(NS(=O)(=O)c2ccc(F)cc2)CN1c1ccc2c(c1)OCCO2` (stereo unspecified) in the list: M5 PAM = 0; CHRM5 agonist = 0; CHRM4 agonist = 4; CRFBP-R2 agonist = 0.9; IDE inh = 11; M4 antag = -4; M4 PAM = 4; M5 antag = -6; CRFBP-R2 block = -16

(more compounds)
SMILES	M5 PAM	CHRM5 agonist	CHRM4 agonist	CRFBP-R2 agonist	IDE inh	M4 antag	M4 PAM	M5 antag	CRFBP-R2 block
CC(C)CNCC(=O)N1c2ccccc2Sc2ccccc21	-50	-14	2	-0.3	-3	52*	-16	74*	-16
COC(=O)CC1=NN(c2nc(C)cc(C)n2)C(=O)C1	2	-2	4	3.4	3	2	5	1	22
COc1cccc(C(=O)C2CCCN(C(=O)CCC3=NNC(=O)CC3)C2)c1 (stereo unspecified)	6	0	1	1.0	3	-10	4	-11	-1
O=C(c1c(Cl)cccc1Cl)N1CCN(c2cccc3[nH]ccc23)CC1	4	8	4	0.3	2	3	-9	-10	-15
Cc1ccc(CN2CCC(NC(=O)c3ccccc3)CC2)cc1	-7	-9	1	1.3	4	1	-8	5	-8
O=C(NCCCCc1ccccc1)c1ccc(F)cc1	8	1	0	-2.1	3	-7	-4	-5	-1
CC(=O)c1c(C)[nH]c(C(=O)OCC(=O)Nc2cccc(S(=O)(=O)N3CCCC3)c2)c1C	-18	2	15	-0.7	10	10	-27	22	-10
C=C1C(=O)[C@]23C[C@H]1CCC2[C@@]1(C)C(C[C@@H]3O)[C@](C)(C(=O)O)C[C@H](O)[C@@H]1O (stereo partly specified)	-2	1	0	x	x	-4	0	1	x
CCOC(=O)c1ccc(NC(=O)CCc2nnc3ccc(N4CCN(C)CC4)nn23)cc1	7	-5	0	-2.2	5	4	8	-2	-4
CC(Sc1nc(N)cc(=O)[nH]1)C(=O)NCC(=O)Nc1ccc(F)c(F)c1F (stereo unspecified)	4	0	1	-0.7	0	8	11	12	-4
CC(C)(C)c1ccc(C(=O)N2CCC2(C)C(=O)Nc2ccc3[nH]ncc3c2)cc1 (stereo unspecified)	-3	6	6	x	x	-4	-3	4	x
CCCOc1ccc(-c2c(=O)n(OCc3ccc([N+](=O)[O-])cc3)c3ccccc3[n+]2[O-])cc1	1	0	0	2.4	3	7	5	1	1
CCN(C(=O)COC(=O)c1cccc(S(=O)(=O)N(CC)CC)c1)C1CCS(=O)(=O)C1 (stereo unspecified)	4	-2	0	0.6	3	4	-1	-12	-8
Cc1nnc(NC(=O)c2cccc(NC(=O)C(C)C)c2)s1	2	1	1	-0.8	-2	2	-5	4	40
CSc1ccccc1OCc1cc(C(=O)NCCn2nc(C)cc2C)no1	-2	2	15	-4.2	-5	-2	-4	8	14
O=C1c2cccnc2C(Nc2ccccc2Br)N1Cc1ccco1 (stereo unspecified)	2	-8	1	-1.0	-2	-10	11	5	9
Cc1cccc(-n2ncc3c(N(C)Cc4ccccc4)ncnc32)c1	-1	0	3	14	-6	-7	-3	-3	17
O=C(NCCCN1CCOCC1)c1cc(C(=O)C2CCCCC2)c[nH]1	-4	-2	0	2.8	6	0	-4	8	4
COc1ccc(CCNC(=O)CSc2nn(-c3ccccc3)c(=S)s2)cc1OC	-4	-2	3	-0.5	-2	9	4	2	3
Cc1cc(SCC(=O)Nc2cccnc2Cl)nc2ccccc12	13	-4	1	-2.2	2	-9	7	0	1
COc1ccc2c(c1)c1ncn(CC3CCCO3)c(=O)c1n2C (stereo unspecified)	-1	5	4	-0.8	9	17	6	1	11
